# ZTA DNA inh: ZTA (EBV) inhibition in EBNA-1 counter-screen; actives 0.15% (n = 320,000); ZTA-DNA binding, fluorescence polarization; inhibition, % at 11 µM; P03206; in the data active = inhibition above about 33%
# PP5 inh: PP5 phosphatase inhibitors, primary screen, biochemical, fluorescence; inhibition, % at 6.7 µM; purified PP5c, OMFP substrate fluorescence; Serine/threonine-protein phosphatase 5 (Homo sapiens), P53041; actives 0.18% (n = 320,000);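 active = inhibition above the campaign's mean inhibition across all tested compounds plus 3 SD, cut at about 9.5% in these data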;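 also: 0% = DMSO only and 100% = 100 µM cantharidin control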
# TPT1 inh: Candida albicans TPT1 enzyme inhibitors, primary screen, biochemical, fluorescence polarization | tRNA 2'-phosphotransferase TPT1 (Candida albicans SC5314) | recombinant caTPT1, FP RNA substrate dephosphorylation | inhibition, % at 5 µM | actives 0.81% (n = 300,000);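 active = inhibition above the mean of all tested compounds plus 3 SD, set per screening campaign, cut at about 24% in these data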;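 also: plate controls were DMSO alone for no effect and ferristatin control at 100 nM for full effect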
# PP1 inh: PP1-alpha phosphatase inhibitors, primary screen, counter-screen for PP5 inhibitor project, biochemical, fluorescence, OMFP substrate, single point. Serine/threonine-protein phosphatase PP1-alpha catalytic subunit (Homo sapiens), P62136. purified PP1alpha. inhibition, % at 6.7 µM. actives 0.9% (n = 320,000). AID 2235, 2010;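 active = inhibition above the mean inhibition of all tested compounds plus 3 SD, computed separately for each screening campaign, cut at about 15% in these data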
# EBNA-1 inhibitor: EBNA-1 DNA-binding inhibitors, primary screen, biochemical, fluorescence polarization; inhibition, % at 14.8 µM; actives 0.34% (n = 300,000); AID 1950, 2009; in the data active = inhibition above about 28%
# core dimer inh: inhibitors of HCV core protein dimerization, primary screen, biochemical, TR-FRET, high-throughput | actives 0.33% (n = 300,000) | TR-FRET GST/Flag-core106 dimerization, 1536-well | inhibition, % at 5 µM;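 active = inhibition above the mean of all tested compounds plus 3 SD, set per screening campaign, cut at about 45% in these data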
#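 Assay system: Tagged HCV core106 pair (GST and Flag) | Buffer or medium: KF-containing HEPES buffer, pH 7.45, DTT, CHAPS, BSA | Also added: Eu donor and XL665 acceptor anti-tag antibodies | Dosing: One concentration, 5 µM, in 0.5% DMSO | Timing: 4 h at 22.5 °C | Technique: TR-FRET 671 and 617 nm emission | Repeats: Singlicate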
# PREPL inh: PREPL enzyme inhibitors, primary screen, biochemical, fluorescence polarization; recombinant PREPL, fluorescence polarization activity-based probe; inhibition, % at 5.96 µM; actives 0.68% (n = 320,000); in the data active = inhibition above about 43%;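 also: 0% = enzyme with DMSO and 100% = wells lacking enzyme; many of its hits are not listed in these tables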
# Target sequence (Q4J6C6 whole entry, looked up): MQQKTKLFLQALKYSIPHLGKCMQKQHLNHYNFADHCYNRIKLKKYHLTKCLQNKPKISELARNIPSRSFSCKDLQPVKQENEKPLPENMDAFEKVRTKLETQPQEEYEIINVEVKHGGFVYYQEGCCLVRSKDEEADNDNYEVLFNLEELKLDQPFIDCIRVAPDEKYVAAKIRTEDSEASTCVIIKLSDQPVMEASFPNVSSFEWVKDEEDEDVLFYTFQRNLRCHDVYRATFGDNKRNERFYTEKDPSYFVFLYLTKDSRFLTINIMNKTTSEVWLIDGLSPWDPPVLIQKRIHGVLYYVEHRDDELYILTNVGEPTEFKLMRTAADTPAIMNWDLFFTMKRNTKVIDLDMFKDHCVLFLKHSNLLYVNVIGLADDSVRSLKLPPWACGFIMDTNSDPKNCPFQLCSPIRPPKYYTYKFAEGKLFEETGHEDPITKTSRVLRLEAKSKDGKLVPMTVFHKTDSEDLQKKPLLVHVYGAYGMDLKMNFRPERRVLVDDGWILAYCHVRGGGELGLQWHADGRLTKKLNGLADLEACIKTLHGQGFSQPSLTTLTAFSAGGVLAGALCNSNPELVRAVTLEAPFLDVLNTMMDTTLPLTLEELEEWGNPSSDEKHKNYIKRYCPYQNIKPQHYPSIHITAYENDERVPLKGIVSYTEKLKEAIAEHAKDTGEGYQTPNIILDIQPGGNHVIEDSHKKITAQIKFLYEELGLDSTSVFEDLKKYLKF
# Efflux pump mplx: inhibitors of Candida efflux pumps in yeast, primary screen, S. cerevisiae, Nile Red, multiplex | S. cerevisiae Candida pump triplex | inhibition, % at 10 µM | actives 0.44% (n = 330,000);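 active = plate passing quality check with inhibition over a set limit, or well fluorescence over plate mean plus 4 SD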;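 also: Nile Red retained in pooled yeast measured as flow cytometry median fluorescence; 0% = buffer negative control and 100% = Enniatin B positive control; higher means more Nile Red kept so more efflux inhibition; some compounds called inactive have numbers as strong as hits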
# CTSL1 counter: Fasciola hepatica cathepsin L1 inhibitors, primary screen, counter-screen for PFM18AAP inhibitor project, biochemical, QFRET, fluorogenic peptide substrate. inhibition, % at 5.96 µM. AID 1906, 2009. recombinant F. hepatica cathepsin L1, Z-Leu-Arg-MCA fluorescence. actives 0.49% (n = 300,000);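 active = inhibition above the mean of all tested compounds plus 3 SD, set per screening campaign, cut at about 17% in these data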;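 also: 0% = plate median of test compound wells and 100% = 1 µM Z-Phe-Ala-diazomethylketone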
# Numbers without * were called inactive. Some of the compounds tested; rates above refer to the full screens.
Molecule	ZTA DNA inh	PP5 inh	TPT1 inh	PP1 inh	EBNA-1 inhibitor	core dimer inh	PREPL inh	Efflux pump mplx	CTSL1 counter
COc1ccc(NS(=O)(=O)c2ccc(NC(C)=O)cc2)c(OC)c1	9	3.9	-3	0	-28	-2	6	0.8	-4
COC(=O)c1ccccc1NC(=O)CN1CCC(NC(=O)c2ccccc2C)CC1	-13	2.1	-3	-4	-6	-8	-15	0.0	6
NC(=O)c1ccc(-c2ncc(-c3ccccc3)o2)cc1	10	3.0	1	-1	5	0	9	0.1	5
N#CCCn1nc(-c2ccccc2)cc1Nc1ccccc1NC(=O)c1cccs1	-15	3.5	-1	1	2	-3	-2	-0.2	-1
O=C(Cn1nc(Cl)nc1Cl)c1ccc(F)cc1	-2	6.3	2	2	-7	3	3	0.5	-2
Cn1cc(S(=O)(=O)CC(=O)N2CCc3ccccc32)c2ccccc21	12	0.2	-4	-1	2	-3	12	0.0	-2
CC1=C(C(=O)OC2CCCCC2)C(c2cccc([N+](=O)[O-])c2)NC(=O)N1 (centres undefined)	-13	4.1	1	2	-3	-7	12	0.2	-4
Cc1ccc(NC(=O)COc2nc(C)cs2)cc1	0	7.1	0	-4	-8	1	2	-0.1	-9
O=C(Nc1cccn(Cc2ccccc2Cl)c1=O)NC1CCCCC1	-2	2.5	2	-1	-3	-1	6	0.2	6
Fc1ccc2c(c1)[C@H]1OCC[C@H]1[C@@H](c1ccco1)N2	-1	1.5	-6	-3	9	4	-8	0.0	1
Cc1cc(C(=O)NNC(=O)CCN2CCN(c3ccccc3)CC2)c2ccccc2n1	1	2.0	-6	-3	-7	1	-68	0.1	2
Cc1cccc(C)c1NC(=S)NC(C)(C)CO	5	-2.4	6	-2	-3	-5	5	0.1	2
O=C1CCC(=O)N1CC(=O)N1c2ccccc2Sc2ccccc21	17	-1.7	-4	1	5	1	-4	0.0	-1
NC(=O)c1ccc(C(F)(F)F)cn1	-7	1.8	-2	-1	-1	-2	-4	-0.1	-3
O=C(C1CCN(C2CCN(C/C(Cl)=C/c3ccccc3)CC2)CC1)N1CCOCC1	-5	-0.1	2	-4	0	-2	41	-0.1	-1
O=C(O)C1CSC(c2ccc3c(c2)OCO3)N1 (centres undefined)	-6	2.0	-6	1	2	-3	14	-0.1	7
O=C(COC(=O)[C@@H]1CC(O)CN1S(=O)(=O)c1ccc([N+](=O)[O-])cc1)NC12CC3CC(CC(C3)C1)C2 (some centres undefined)	-2	0.1	-3	-1	8	7	4	0.2	-8
O=C(CCCC(=O)N(CC(=O)NC1CCCCC1)Cc1ccc2c(c1)OCO2)Nc1ccccn1	5	2.5	-4	-2	-12	-5	4	0.1	-2
O=C(NCC(=O)N(c1cccnc1)C(C(=O)NCc1ccco1)c1ccccc1)c1ccco1 (centres undefined)	-2	2.3	-1	0	-2	0	12	0.1	1
CC(=O)c1ccc(NC(=O)COC(=O)c2nc(Cl)ccc2Cl)cc1	8	-3.2	-2	-3	-12	1	1	0.0	-7

Molecule	ZTA DNA inh	PP5 inh	TPT1 inh	PP1 inh	EBNA-1 inhibitor	core dimer inh	PREPL inh	Efflux pump mplx	CTSL1 counter
CC1Cc2ccccc2N1CC(=O)NC(=O)NCc1ccccc1 (centres undefined)	12	1.8	-2	4	5	-3	16	-0.1	2
CN(C1CCCCC1)S(=O)(=O)c1ccc(S(=O)(=O)N2CCN(C(=O)c3ccccc3F)CC2)cc1	-20	4.3	3	-5	-3	12	-8	0.1	3
CC(=O)c1ccc(NC(=O)C2CCCN2S(=O)(=O)c2cccc3cccnc23)cc1 (centres undefined)	1	1.9	-1	3	9	4	20	-0.1	-10
CC(C)NC(=O)NC(=O)CN1C(=O)NC2(CCc3ccccc3C2)C1=O (centres undefined)	-6	1.1	-4	-5	-8	8	-1	0.3	-3
Cc1cc(Cl)ccc1OCC(=O)N/N=C1\CC2C=CCC12 (centres undefined)	2	0.3	2	-2	11	11	-4	0.1	5
O=[N+]([O-])c1ccccc1-c1ccc(/C=N/n2cnnc2)o1	3	0.7	0	-5	5	6	8	0.5	5
O=C(CNC(=O)C(c1ccccc1)c1ccccc1)OCC(=O)c1cccs1	-16	2.8	0	1	10	-8	2	-0.6	-27
Cc1ccccc1C(=O)NC1CCN(C(=O)Nc2ccc(F)cc2)CC1	5	-2.1	0	-4	-2	1	2	0.0	0

# Given with values under each structure: entries from further up
# Results follow in this order: ZTA DNA inh, PP5 inh, TPT1 inh, PP1 inh, EBNA-1 inhibitor, core dimer inh, PREPL inh, Efflux pump mplx, CTSL1 counter
CC1Cc2ccccc2N1CC(=O)NC(=O)NCc1ccccc1 (centres undefined)
→ 12, 1.8, -2, 4, 5, -3, 16, -0.1, 2
CN(C1CCCCC1)S(=O)(=O)c1ccc(S(=O)(=O)N2CCN(C(=O)c3ccccc3F)CC2)cc1
→ -20, 4.3, 3, -5, -3, 12, -8, 0.1, 3
CC(=O)c1ccc(NC(=O)C2CCCN2S(=O)(=O)c2cccc3cccnc23)cc1 (centres undefined)
→ 1, 1.9, -1, 3, 9, 4, 20, -0.1, -10
CC(C)NC(=O)NC(=O)CN1C(=O)NC2(CCc3ccccc3C2)C1=O (centres undefined)
→ -6, 1.1, -4, -5, -8, 8, -1, 0.3, -3
Cc1cc(Cl)ccc1OCC(=O)N/N=C1\CC2C=CCC12 (centres undefined)
→ 2, 0.3, 2, -2, 11, 11, -4, 0.1, 5
O=[N+]([O-])c1ccccc1-c1ccc(/C=N/n2cnnc2)o1
→ 3, 0.7, 0, -5, 5, 6, 8, 0.5, 5

# Exported with values under each structure: entries from further up.
# Every second line gives: ZTA DNA inh | PP5 inh | TPT1 inh | PP1 inh | EBNA-1 inhibitor | core dimer inh | PREPL inh | Efflux pump mplx | CTSL1 counter
- COc1ccc(NS(=O)(=O)c2ccc(NC(C)=O)cc2)c(OC)c1
→ 9 | 3.9 | -3 | 0 | -28 | -2 | 6 | 0.8 | -4
- COC(=O)c1ccccc1NC(=O)CN1CCC(NC(=O)c2ccccc2C)CC1
→ -13 | 2.1 | -3 | -4 | -6 | -8 | -15 | 0.0 | 6

# Screens: PubChem, several laboratories
